Tau fluor counter = counter-screen for tau fibril formation inhibitors | Potency, µM (doses to about 57.7 µM), for inactives: at the highest dose activity change, negative = decrease | tau K18 P301L Alexa594 fluorescence, heparin fibrillization | actives 0.93% (n = 280,000); note: % is set by controls: 0 for no effect and ±100 for the full control effect; nearly all actives have a fitted effect of over 55% in size
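Human tau K18 P301L (15 uM unlabeled, 0.24 uM Alexa 594-labeled) in 100 mM sodium acetate pH 7 with 20 uM heparin, 6 hr at 37 C. ThT 30 uM added, 1 hr ambient; Alexa 594 FP and total fluorescence read at 555/632 nm.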
SMN2 splice up = increases expression of the SMN2 splice variant | actives 2.8% (n = 210,000) | Potency, µM (series often up to 46.1 µM), for inactives: at the top dose activity change, positive = activation, usual class: activators | AID 1458 | HEK293 SMN2-luciferase splicing reporter, luminescence, 30-36 h; note: % of control where 0% means no effect; nearly all actives have a fitted effect of over 55% in size
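HEK293 cells carry an SMN2 […]–luciferase reporter in which exon 7 inclusion puts luciferase in frame. Cells were plated 10-12 h before compound addition, then incubated 30-36 h at 37C. ONE-Glo luminescence was read; sodium butyrate at 4.5 mM final served as control.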
Tau ThT inhib = blocks human tau fibril formation measured by thioflavin T; P10636; recombinant tau K18 P301L, heparin-induced fibrillization, ThT fluorescence; Potency, µM (titrated, usually from 57.4 µM), inactives show at the top dose activity, negative = inhibition, usual class: inhibitors; actives 2.1% (n = 270,000); note: % is set by controls: 0 for no effect and ±100 for the full control effect; nearly all actives have a fitted effect of over 55% in size
Target sequence (P10636 561-689 P618L limits assumed): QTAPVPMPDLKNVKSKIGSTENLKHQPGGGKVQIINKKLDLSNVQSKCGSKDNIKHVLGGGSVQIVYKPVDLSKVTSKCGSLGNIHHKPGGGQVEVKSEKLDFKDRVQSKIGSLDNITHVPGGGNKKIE
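Using a mix of unlabeled (15 uM) and Alexa 594-labeled (0.24 uM) tau K18 P301L, heparin-triggered fibrillization over 6 hr at 37 C was scored by ThT fluorescence.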
HTT cytoprotect = protects HTT-Q103 PC12 cells, measured by ATP; actives 0.14% (n = 230,000); Potency, µM (titrated, usually from 56.4 µM), for the others: cytoprotection (ATP increase), most hits filed as activators; PC12 HTT-Q103 induced, cytoprotection, ATP luminescence, 40 h;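 note: % of control where 0% means no effect; nearly all actives have a fitted effect of over 45% in size; toxic huntingtin expression switched on by the ecdysone agonist tebufenozide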
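Huntington model: PC12 line, ecdysone-inducible HTTQ103 exon1–GFP, tebufenozide 100 nM. Test articles in a dose series. Endpoint luminescence from cellular ATP.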
JMJD2E inh = JMJD2E (human) inhibition; Potency, µM (highest dose often 57.1 µM), without a hit: at the top dose activity change, negative = inhibition, actives largely listed as inhibitors; B2RXH2; JMJD2E catalytic domain, FDH-coupled NADH fluorescence (FDH is formaldehyde dehydrogenase); actives 1.6% (n = 230,000); AID 2147; active = well fitted inhibition curve with a large enough effect, not every such curve was filed as active; inconclusive = small, poorly fitted or top-dose-only effect, or another doubt; inactive = no such curve, though single readings can be large or run the other way;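 note: 0% = wells with enzyme and -100% = buffer wells without enzyme; nearly all actives have a fitted effect of over 50% in size; many of its hits are not listed in these tables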
Target sequence (B2RXH2 1-337 limits assumed): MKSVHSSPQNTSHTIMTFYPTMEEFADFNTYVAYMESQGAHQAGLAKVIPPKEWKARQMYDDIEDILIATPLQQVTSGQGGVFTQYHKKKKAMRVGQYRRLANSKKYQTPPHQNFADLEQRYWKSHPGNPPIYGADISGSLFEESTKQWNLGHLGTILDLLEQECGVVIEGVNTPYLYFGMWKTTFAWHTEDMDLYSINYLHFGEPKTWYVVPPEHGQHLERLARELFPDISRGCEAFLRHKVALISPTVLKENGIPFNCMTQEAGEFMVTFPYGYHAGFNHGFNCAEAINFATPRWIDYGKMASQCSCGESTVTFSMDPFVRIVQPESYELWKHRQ
ALDH1A1 block = inhibitors of human aldehyde dehydrogenase 1A1; P00352; Purified ALDH1A1, NADH fluorescence, propionaldehyde substrate; Potency, µM (doses to about 75.3 µM), for the others: at the highest dose activity, negative = inhibition, hits mostly inhibitors; actives 7.3% (n = 220,000); active = well fitted inhibition curve with a large enough effect, not every such curve was filed as active; inconclusive = small, poorly fitted or top-dose-only effect, or another doubt; inactive = no such curve, though single readings can be large or run the other way;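 note: plate controls were no enzyme wells and a reference inhibitor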
Target sequence (P00352 whole entry, looked up): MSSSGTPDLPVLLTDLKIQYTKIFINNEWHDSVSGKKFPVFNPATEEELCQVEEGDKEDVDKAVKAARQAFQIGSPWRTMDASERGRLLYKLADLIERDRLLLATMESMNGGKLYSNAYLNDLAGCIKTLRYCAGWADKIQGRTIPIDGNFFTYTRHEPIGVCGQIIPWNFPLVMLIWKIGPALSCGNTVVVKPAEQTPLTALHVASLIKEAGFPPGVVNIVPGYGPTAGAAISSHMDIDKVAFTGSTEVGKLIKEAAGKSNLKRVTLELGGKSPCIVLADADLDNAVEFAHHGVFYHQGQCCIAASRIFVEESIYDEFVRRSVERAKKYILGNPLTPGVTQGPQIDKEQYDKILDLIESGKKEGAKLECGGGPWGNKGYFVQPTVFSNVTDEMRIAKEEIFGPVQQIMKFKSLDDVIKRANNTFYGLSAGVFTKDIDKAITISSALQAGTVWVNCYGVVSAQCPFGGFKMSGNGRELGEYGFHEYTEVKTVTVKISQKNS
Tau FP inhib = blocks human tau fibril formation measured by polarization. P10636. K18 P301L tau heparin fibrillization, Alexa594 FP, 6 h. actives 0.39% (n = 280,000). AID 1468. Potency, µM (series often up to 57.7 µM), for the others: at the highest dose activity, negative = inhibition, actives largely listed as inhibitors; note: % is set by controls: 0 for no effect and ±100 for the full control effect; nearly all actives have a fitted effect of over 55% in size
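Compound effects on tau fibrillization are measured by Alexa 594 fluorescence polarization (ex 555, em 632 nm). K18 P301L tau is used at 15 uM with 0.24 uM labeled tracer, and 20 uM heparin induces aggregation over 6 hr at 37 C.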
HTT aggregate = reduces HttQ103-GFP aggregates in PC12 cells | AID 1688 | PC12 HttQ103-GFP aggregates, Acumen cytometry, 40 h | Potency, µM (series often up to 46.1 µM), for inactives: at the highest dose activity change, negative = inhibition, actives largely listed as inhibitors | actives 1.1% (n = 220,000); note: % is set by controls: 0 for no effect and ±100 for the full control effect; nearly all actives have a fitted effect of over 60% in size
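Multiplexed with ATP-based cell death, this channel scores GFP aggregates in PC12 cells expressing inducible HTTex1-Q103-GFP. Induction used 100 nM tebufenozide; compounds were tested in concentration series.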
An asterisk follows results filed as active; ? = inconclusive; · = not tested or not shown; & = joins results of further samples; [ ] = another dose, or the depositor's remark. Unless noted, calls come from the whole dose curve; as a rule, active = well fitted curve in the direction sought with a large enough effect; inconclusive = small, poorly fitted or top-dose-only effect, or another doubt; inactive = no such curve, though single readings can be large; an effect the other way counts as inactive or inconclusive. Potency is the fitted concentration of half-maximal effect. These rows are one share of the data; rates above refer to the full screens.

SMILES	Tau fluor counter	SMN2 splice up	Tau ThT inhib	HTT cytoprotect	JMJD2E inh	ALDH1A1 block	Tau FP inhib	HTT aggregate
CCN(CC)CCCNC(=O)c1nn(-c2ccc(C)cc2)c(=O)c2c1c1ccccc1n2C	-8%	-4%	-1%	·	·	·	-12%	·
CC(=O)NC(Cc1ccc(O)cc1)C(=O)NN (stereo not given)	-1%	1%	2%	-51%	46%[activator]	11%	-1%	20%
Cc1ccnn1CC(=O)N/N=C/c1cccs1	-4%	6%	-1%	·	0%	1%	-4%	-6%
O=C(CN1C(=O)c2ccccc2C1=O)Nc1ccccc1F	-6%	-11%	-6%	-6%	2%	-4%	-6%	6%
CCn1ncc([C@@H]2C[C@H]3CN(Cc4ccccc4C)C(=O)[C@]34CCCN24)c1C	-3%	·	-6%	2%[10 µM]	10%	13%	7%	12%[9.22 µM]
CCOc1ccccc1NC(=S)NC1CCCCC1	9%	-7%	10%	-28%[0.074 µM]	3%	?	0%	2%
COC(=O)c1sccc1NC(=O)c1cc(OC)cc(OC)c1	5%	-43%[inhibitor]	15%	0%[1.9 µM]	1%	0%	6%	-10%
O=C(O)CN(C1CCCCC1)S(=O)(=O)c1ccc(F)cc1	1%	6%	2%	-21%	3%	11%	-1%	1%
CCc1nnc(NC=C2C(=O)OC(C)(C)OC2=O)s1	4%	-3%	-2%	-12%	1%	-1%	-3%	4%
CCOc1ccc(C2c3c(oc4ccc(C)cc4c3=O)C(=O)N2Cc2ccc3c(c2)OCO3)cc1OC (stereo not given)	-1%	2%	-4%	·	·	·	4%	·
CC1=C(C(=O)OCc2ccccc2)C(c2ccccc2)NC(=O)N1CCCCCC(=O)O (stereo not given)	-6%&-10%	-9%&-15%	-14%&-17%	-15%	3%&-3%	0%	-3%&7%	13%
O=C(Cn1nnc2ccccc2c1=O)N1CCOCC1	9%	3%	11%	25%[10 µM]	6%	8%	10%	20%
COc1ccc(CN(C)CC(=O)Nc2sc3c(c2C#N)CCC3)c(OC)c1	-18%	-37%[inhibitor]	-15%	-24%	-12%	?	-1%	-5%
COc1ccc(CNC(=O)Cc2c(C)c3c(cc(C)c4c(C)coc43)oc2=O)cc1OC	3%	12%	11%	·	·	·	1%	·
O=S(=O)(Cc1ccc(Cl)cc1)N1CCN(Cc2ccccc2)CC1	2%	0%	0%	5%[10 µM]	5%	13%	4%	1%
CC(C)(O)[C@@H]1CCC[N+]2(C)CCCC[C@H]12 (stereo not given in full)	0%	-3%	-3%	-1%	-29%	13%	6%	·
Cc1nn2c(COc3ccc(NC(=O)C(C)C)cc3)nnc2c2ccccc12	-13%	-23%	?	-68%	2%	-6%	-6%	11%
CC(=O)c1c(C)[nH]c(C(=O)Nc2cc(S(=O)(=O)N(C)C)ccc2C)c1C	-6%	·	-3%	-34%	-1%	-7%	0%	-7%
COc1c(OC(C)=O)ccc(/C=N\NC(=O)c2ccc(Br)cc2)c1[N+](=O)[O-]	-3%[2.34 µM]	·	3%	-26%[10 µM]	4%	-8%	5%	-19%[9.22 µM]
O=C(COc1cccc(F)c1)Nc1ccc2[nH]c(=O)[nH]c2c1	2%	-13%	6%	-6%	?	-1%	2%	-1%

SMILES	Tau fluor counter	SMN2 splice up	Tau ThT inhib	HTT cytoprotect	JMJD2E inh	ALDH1A1 block	Tau FP inhib	HTT aggregate
Cc1ccc(N(C(=O)c2snc(C(N)=O)c2N)C(C(=O)NCCC(C)C)c2ccco2)cc1 (stereo not given)	-11%	-13%	3%	-47%[inhibitor]	9%	15%	-16%	18%
CC(C)CN1CC(C(=O)O)CC1=O (stereo not given)	-7%	·	-4%	26%[10 µM]	2%	4%	5%	6%[9.22 µM]
C#CCCCO/N=C1/C[C@@H](O)[C@@H](O)[C@@H]2[C@@H]3C(=O)N(c4cccc(Oc5ccccc5)c4)C(=O)[C@H]3CC[C@@H]12	-4%[11.6 µM]	·	-2%[11.5 µM]	-6%[10 µM]	·	-4%[13.5 µM]	1%[11.6 µM]	·
C/C(=N\NC(=O)c1ccc(C)cc1C)c1ccc(-n2ccnc2)cc1	3%	1%	?	-8%[10 µM]	8%	7%	0%	26%
COc1ccccc1CNC(=O)CCn1c(=O)c2ccccc2n(CC(=O)Nc2cccc(Cl)c2)c1=O	-26%	2%	14%	·	·	·	?	·
O=C(Nc1cccnc1Oc1ncnc2cc(Cl)ccc12)c1ccc(F)cc1	4%	·	11%	-2%[10 µM]	-6%	·	-6%	-13%[9.22 µM]
CC1(C)CC(=O)C2=C(C1)N(c1ncn[nH]1)C(N)=C(C#N)C2c1ccccc1 (stereo not given)	2%	-5%	1%	45%[10 µM]	-2%	3%	6%	?
CCN1CCN(C(=O)Cn2ncc3c4ccccc4n(Cc4c(C)cc(C)cc4C)c3c2=O)CC1	-14%	2%	-11%	·	·	·	?	·
COc1ccc(/C=C/c2ccccc2)cc1[C@H]1[C@@H]2C=CCC[C@@]2(C)C(=O)N1Cc1ccccc1	-4%	·	-8%	3%[10 µM]	?	·	-3%	4%[9.22 µM]
CC(C)(C)c1ccc(C(=O)Nc2ccccc2Cl)cc1	-1%	·	-10%	-118%[inhibitor]	1%	?	14%	-6%
Cc1ccc(C(=O)CSc2nnc(C)s2)cc1	2%	?	-1%	12%[0.074 µM]	5%	3%	6%	7%
CCN(C(=O)COC(=O)CNC(=O)c1ccc(F)cc1)C1CCS(=O)(=O)C1 (stereo not given)	-20%	20%	?	-23%	9%	-2%	-5%	-16%
COc1ccc2[nH]cc(/C=C/C(=O)c3ccccc3)c2c1	8.9µM*[quencher]	·	?	0%[10 µM]	-15%	?	11%	2%[9.22 µM]
CC(Oc1ccccc1Cl)C(=O)/C=C/N(C)C (stereo not given)	-13%	6%	-12%	-11%	0%	-3%	9%	4%
O=C(COc1ccc2c(c1)CCC2)NCc1ccc(Cl)cc1	-11%	-3%	-13%	14%[10 µM]	-1%	-15%	0%	-4%
CCOC(=O)c1c(NC(C)=O)sc2c(OC(C)=O)cccc12	-4%	8%	-3%	-22%	-8%	10%	2%	-13%
CCC(C)NC(=O)C1CC(c2cccc(OC)c2)=NO1 (stereo not given)	-4%	-11%	-11%	-19%	-2%	8%	-1%	-1%
O=S(=O)(Nc1ccccn1)c1ccc(Cl)c2ccccc12	7%	13%	15%	·	12%	17%	9%	10%
O=C(COC(=O)Cn1cnc2ccccc2c1=O)NCc1ccccc1Cl	11%	-2%	5%	8%[10 µM]	9%	-15%	2%	-2%
CCOC(=O)CSc1nc(=O)n2cc(C)ccc2n1	-1%	17%	-6%	-11%	?	-4%	6%	1%

A second format for some results above.
O=C(COc1ccc2c(c1)CCC2)NCc1ccc(Cl)cc1
  Tau fluor counter: -11%
  SMN2 splice up: -3%
  Tau ThT inhib: -13%
  HTT cytoprotect: 14%[10 µM]
  JMJD2E inh: -1%
  ALDH1A1 block: -15%
  Tau FP inhib: 0%
  HTT aggregate: -4%

CCOC(=O)c1c(NC(C)=O)sc2c(OC(C)=O)cccc12
  Tau fluor counter: -4%
  SMN2 splice up: 8%
  Tau ThT inhib: -3%
  HTT cytoprotect: -22%
  JMJD2E inh: -8%
  ALDH1A1 block: 10%
  Tau FP inhib: 2%
  HTT aggregate: -13%

CCC(C)NC(=O)C1CC(c2cccc(OC)c2)=NO1 (stereo not given)
  Tau fluor counter: -4%
  SMN2 splice up: -11%
  Tau ThT inhib: -11%
  HTT cytoprotect: -19%
  JMJD2E inh: -2%
  ALDH1A1 block: 8%
  Tau FP inhib: -1%
  HTT aggregate: -1%

O=S(=O)(Nc1ccccn1)c1ccc(Cl)c2ccccc12
  Tau fluor counter: 7%
  SMN2 splice up: 13%
  Tau ThT inhib: 15%
  HTT cytoprotect: ·
  JMJD2E inh: 12%
  ALDH1A1 block: 17%
  Tau FP inhib: 9%
  HTT aggregate: 10%

Next records.
SMILES	Tau fluor counter	SMN2 splice up	Tau ThT inhib	HTT cytoprotect	JMJD2E inh	ALDH1A1 block	Tau FP inhib	HTT aggregate
O=C(NCC1COc2ccccc2O1)c1cn(Cc2ccc(F)cc2)nn1 (stereo not given)	-12%	-19%	-13%	4%	-2%	5%	-7%	15%
CC(=O)c1coc2ccc(OCCN3CCCCC3)cc12	-2%	6%	-2%	7%	3%	4%	-3%	-2%
COc1ccccc1NC(=O)CSc1nnc(-c2ccc(NC(C)=O)cc2)n1C	-15%	-5%	?	-11%	-1%	-5%	-14%	14%
CCCCOc1ccc(C(=O)NCC2(c3ccc(OC)cc3)CCOCC2)cc1	-14%	-21%	-14%	-5%[10 µM]	-3%	?	3%	-11%
CCOc1ccc(CCNC(=O)Cn2nc(CC)n3c(cc4c(OC)cccc43)c2=O)cc1OCC	-4%	16%	-1%	·	·	·	-4%	·
Cc1ccc(C(=O)N/N=C\C=C\c2ccccc2[N+](=O)[O-])cn1	-3%	-7%	-3%	13%	-9%	7.9µM*	-3%	2%
O=C(O)CCCCCNc1nc(=S)[nH]c2ccccc12	-1%	?	0%	-8%[0.074 µM]	6%	?	-1%	10%
CC(C(=O)O)n1cc(Cl)cn1 (stereo not given)	-3%	-26%	-5%	-24%	8%	-3%	4%	-6%
COc1ccc(CCN2C(=O)C3C4C=CC(C3C2=O)C2C(=O)N(CCc3ccc(OC)c(OC)c3)C(=O)C42)cc1OC (stereo not given)	-8%	-107%[inhibitor]	-8%	-57%[inhibitor][10 µM]	-2%	-12%	-3%	10µM*
CCOC(=O)c1c(NC(=O)c2cc(-c3ccc(OC)c(OC)c3)on2)sc(C)c1C	-12%	-2%	-9%	·	·	·	-2%	·
CCCCNc1c(N)n(CCCC)c(=O)[nH]c1=O	5%	-5%	5%	8%[10 µM]	?	-14%	-14%	0%
